# Screening results: PubChem BioAssay, Southern Research Specialized Biocontainment Screening Center
# inhibitors of VEEV – inhibitors of VEEV TC-83 cytopathic effect, confirmation, Vero cells (AID 588727). Vero cells, VEEV TC-83 cytopathic effect inhibition; higher % means a stronger effect. one-dose inhibition, % at 20 µM; IC50 in µM for titrated hits. 0.13% of 350,000 active; in the data active = a potency from the dose series; inconclusive = inhibition mostly from about 14% at the one dose, without a potency; inactive = the rest, 99 in 100 with inhibition below about 12%; note: strong numbers were not always called active
# Salmonella PhoP GFP – Inhibition of PhoP regulon, Salmonella typhi GFP reporter cells, confirmation, 4 h (AID 1850) | 0.33% of 310,000 active | Salmonella Typhi PhoP-promoter GFP reporter, fluorescence, 4 h; higher % means a stronger effect | inhibition, % at 50 µM, or IC50 in µM where a hit was titrated; in the data active = a potency from the dose series; inconclusive = inhibition mostly from about 25% at the one dose, without a potency; inactive = the rest, 99 in 100 with inhibition below about 19%;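 note: 0% = induced wells with vehicle and 100% = uninduced wells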
# H37Rv inhibition – M. tuberculosis growth inhibition, HTS (AID 449762). M. tuberculosis H37Rv growth inhibition, 7H9 media; higher % means a stronger effect. inhibition, % at 25 µM; hits with a dose series show IC50 in µM. 0.59% of 330,000 active; in the data active = a potency from the dose series; inconclusive = inhibition above about 70% without an active follow-up result;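 note: bacterial growth assessed after seven days of incubation; strong numbers were not always called active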
# tuberculosis growth – growth inhibition of non-replicating M. tuberculosis (AID 488890); 0.39% of 320,000 active; inhibition, % at 25 µM, or IC50 in µM where a hit was titrated; Mycobacterium tuberculosis non-replicating, growth inhibition; higher % means a stronger effect; in the data active = a potency from the dose series; inconclusive = inhibition mostly from about 82% at the one dose, without a potency; inactive = the rest, 99 in 100 with inhibition below about 76%;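 note: plate controls were DMSO cells for no effect and high antibiotic wells for full effect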
# influenza NS1A – NS1A inhibition, H1N1 influenza, cell based functional assay (AID 504329) | NS1A functional cell-based assay, percent inhibition; higher % means a stronger effect | one-dose inhibition, % at 12.5 µM; IC50 in µM for titrated hits | 0.3% of 340,000 active; in the data active = a potency from the dose series; inconclusive = inhibition above about 27% without an active follow-up result; note: strong numbers were not always called active
# inhibitors of VEEV 10K pilot screen – further read-out of inhibitors of VEEV, marked with its call; inhibition, %; measured here: 10K pilot screen inhibition
# * marks the source's active call; other numbers are inactive results; i = inactive; u = inconclusive; x = no result given.
SMILES,inhibitors of VEEV,Salmonella PhoP GFP,H37Rv inhibition,tuberculosis growth,influenza NS1A,others
COc1ccc(CN(C)C(C)C(=O)Nc2ccc([N+](=O)[O-])cc2Cl)cc1OC (stereo not given),6.9%,-15%,-9%,10%,-1%,
Cc1ccc2oc(=O)n(CCOc3ccccc3Cl)c2c1,1.0%,4%,-7%,6%,-4%,
CC(=O)c1ccc(NC(=O)CC(C)S(=O)(=O)c2ccc3c(c2)CCN3C(C)=O)cc1 (stereo not given),1.9%,8%,-4%,-1%,5%,
CNC(=O)c1ccc(S(=O)(=O)c2ccc(Cl)cc2)c(NC(C)=O)c1,i,0%,-4%,0%,-23%,
Cc1ccc(NC2CCCN(C(=O)CCc3ccncc3)C2)cc1C (stereo not given),0.9%,-4%,3%,5%,-1%,
Cc1ccc(S(=O)(=O)Nc2cc(C)on2)cc1,1.2%,-18%,8%,-12%,5%,
O=C(c1ccccc1)c1ccc2c(c1)OCCOCCOCCOCCO2,i,0%,-8%,-12%,9%,
COc1ccc(/C(O)=C2/C(=O)C(=O)N(CCN(C)C)C2c2ccccc2)cc1Cl (stereo not given),0.9%,0%,-2%,-9%,-21%,
CCC(=O)N(CC)c1nc(-c2ccc(OC)cc2)cs1,i,3%,-3%,5%,1%,
O=C(NC1CCCC1)C(c1ccc(O)cc1)N(CC1CCCO1)C(=O)C1COc2ccccc2O1 (stereo not given),0.8%,-5%,-6%,22%,5%,
CNC(=S)N1CCn2cccc2C1c1cccnc1 (stereo not given),i,2%,2%,-6%,-1%,
O=c1c2c(nc3cc(-c4ccccc4)[nH]n13)CCS2,4.7%,-6%,0%,0%,-3%,
Cn1nc(C(=O)Nc2ccccc2N2CCOCC2)ccc1=O,0.4%,x,-6%,-7%,-6%,
Cc1csc(SCC(=O)N(C)CC(=O)Nc2ccc(F)cc2)n1,5.2%,-3%,0%,-3%,11%,
O=C(Cc1cccs1)NNC(=S)NCc1ccco1,0.9%,-1%,2%,-5%,-6%,
CCOc1ccccc1N=C1SCC(C)N1C(=O)C1CCN(c2ncnc3sc(C)c(C)c23)CC1 (stereo not given),2.5%,x,x,x,-13%,
COc1cc2c(cc1OC)C(C)N(C(=O)c1ccc(Br)o1)CC2 (stereo not given),3.4%,10%,-2%,-7%,-3%,
FC(F)(F)c1ccccc1/C=N/n1c(COc2ccccc2)n[nH]c1=S,3.3%,-23%,-1%,-7%,-4%,
CCN1CCc2c(C#N)c(N3CCOCC3)nc(NCCO)c2C1,0.2%,-6%,1%,-8%,-5%,
CC(C)C(NC(=O)c1ccco1)C(=O)OCC(=O)NCCc1ccccc1 (stereo not given),7.7%,x,7%,2%,6%,
CN(CCC#N)C(=O)COC(=O)c1c2c(nc3ccccc13)/C(=C\c1ccco1)CC2,4.6%,x,x,x,-28%,
CN(C)CCCOc1cccc(Oc2ccccc2)c1,i,-2%,-2%,15%,-2%,
Cc1nnsc1SCC(=O)O,1.0%,-5%,2%,5%,-5%,
Cc1ccc(-n2c(CC#N)n[nH]c2=S)c(C)c1,1.1%,8%,-6%,-33%,-16%,
C=CCN(C/C(=N\O)c1sc(C(=O)OCC)nc1C)c1cccc(Br)c1,0.6%,2%,63%,65%,2%,

# Reprinted at random: five entries already listed
SMILES,inhibitors of VEEV,Salmonella PhoP GFP,H37Rv inhibition,tuberculosis growth,influenza NS1A,others
O=c1c2c(nc3cc(-c4ccccc4)[nH]n13)CCS2,4.7%,-6%,0%,0%,-3%,
CC(C)C(NC(=O)c1ccco1)C(=O)OCC(=O)NCCc1ccccc1 (stereo not given),7.7%,x,7%,2%,6%,
Cc1ccc(NC2CCCN(C(=O)CCc3ccncc3)C2)cc1C (stereo not given),0.9%,-4%,3%,5%,-1%,
CNC(=O)c1ccc(S(=O)(=O)c2ccc(Cl)cc2)c(NC(C)=O)c1,i,0%,-4%,0%,-23%,
CC(=O)c1ccc(NC(=O)CC(C)S(=O)(=O)c2ccc3c(c2)CCN3C(C)=O)cc1 (stereo not given),1.9%,8%,-4%,-1%,5%,

# The main list resumes; the 3 compounds before the break are reprinted first.
SMILES,inhibitors of VEEV,Salmonella PhoP GFP,H37Rv inhibition,tuberculosis growth,influenza NS1A,others
Cc1nnsc1SCC(=O)O,1.0%,-5%,2%,5%,-5%,
Cc1ccc(-n2c(CC#N)n[nH]c2=S)c(C)c1,1.1%,8%,-6%,-33%,-16%,
C=CCN(C/C(=N\O)c1sc(C(=O)OCC)nc1C)c1cccc(Br)c1,0.6%,2%,63%,65%,2%,
COc1ccc2ccccc2c1C1NC(=O)NC(C)=C1[N+](=O)[O-] (stereo not given),1.6%,-14%,1%,0%,-19%,
COC(=O)c1ccccc1NC(=O)CN1CCC(C(=O)c2ccc3c(c2)OCCO3)CC1,i,-6%,u,21%,21%,
CC(=O)O[C@]1(C(C)=O)CCC2C3CCC4=C/C(=N/OCC(=O)O)CC[C@]4(C)C3CC[C@@]21C (stereo not given in full),i,-3%,6%,2%,21%,
O=S1(=O)[C@H]2CC3O[C@]2(C[C@@H]3c2ccc(F)cc2)CN1Cc1ccc(Cl)cc1,i,-9%,-3%,9%,-1%,
O=C(c1ccncc1)N1CCCC(N2CCN(c3cccc(C(F)(F)F)c3)CC2)C1 (stereo not given),0.5%,-3%,-7%,7%,-5%,
C#CC1(O)C=CC2C3CCC4=CC(=O)CCC4C3CCC21CC (stereo not given),5.0%,-1%,0%,5%,21%,
O=C(NCC1CC1)C1(C(F)(F)F)CC(CCCO)CCCO1 (stereo not given),0.2%,3%,-1%,7%,-10%,
Cc1cc(Br)ccc1N=C1C(=O)Nc2ccccc21,i,-14%,-3%,3%,7%,
Cc1ccccc1N=Cc1cc2c(cc1O)OC(N)=C(C#N)C2c1ccccc1 (stereo not given),i,2%,4%,31%,-3%,
CCCNC(=O)COC(=O)/C=C/c1ccc2c(c1)OCO2,i,4%,7%,17%,-3%,
CN(C)CCNC(=S)Nc1ccc(-c2nc3ccccc3[nH]2)cc1,2.4%,-11%,-2%,10%,-5%,
CCOc1ccc(CCNC(=O)c2ccc(C)c(NC3=NC4CS(=O)(=O)CC4S3)c2)cc1 (stereo not given),5.7%,0%,7%,-6%,-1%,
CCN(CC)S(=O)(=O)c1cccc(NC(=O)COC(=O)CNC(=O)c2cccc(F)c2)c1,0.8%,9%,3%,4%,-7%,
NS(=O)(=O)c1ccc(N2C(=O)C3CC=CCC3C2=O)cc1 (stereo not given),0.5%,9%,-13%,-9%,-4%,
CCCc1nc2ccccc2c(=O)n1/N=C/c1ccc(O)c(O)c1,4.1%,-14%,-2%,5%,-12%,
O=C(CCc1ccc(S(=O)(=O)N2CCOCC2)cc1)NCCCN1CCCC1=O,0.7%,2%,-1%,7%,3%,
CCOc1ccc(NC(=O)C2CCC(N3C(=O)C4CC=CCC4C3=O)CC2)cc1 (stereo not given),12%,-13%,-4%,7%,-12%,
CC(C)c1nnc(NC(=O)c2ccc3c(c2)OCO3)s1,1.6%,-1%,3%,-15%,-9%,
O=C(O)CCC(=O)NC(c1ccccc1)c1ccccc1,i,6%,-3%,-14%,6%,
C#CCSc1nc(-c2ccccc2)cc(C(F)(F)F)c1C#N,2.2%,-16%,6%,-1%,0%,
COc1ccc(OCC(O)Cn2c(Nc3ccccc3)nc3c2c(=O)n(C)c(=O)n3C)cc1 (stereo not given),3.9%,-9%,-1%,-6%,-9%,
CCOC(=O)CSc1ccc2nnc(CCNS(=O)(=O)c3ccccc3)n2n1,2.2%,-1%,-8%,8%,-1%,
CSc1nnc(NC(=O)CCc2ccccc2)s1,1.7%,-2%,-3%,-4%,-5%,
COC(=O)c1sc(S(=O)(=O)N2CCC(C(N)=O)CC2)c(C(=O)OC)c1C,0.3%,7%,-12%,-8%,-5%,
COc1cc2c(cc1NC(=O)c1ccccc1F)CCCC2,2.1%,-1%,10%,28%,2%,
SMILES,inhibitors of VEEV,Salmonella PhoP GFP,H37Rv inhibition,tuberculosis growth,influenza NS1A,others
O=C(O)C1(Cc2nc3ccccc3[nH]2)CCCC1,i,-3%,-1%,-5%,-3%,
NC(=O)c1c(NC(=O)c2ccccc2F)sc2c1CCCC2,9.0%,-9%,9%,33%,-4%,
Cc1cc2c(c(Sc3ccccc3)n1)C(=O)OC2,0.9%,-6%,-11%,3%,-24%,
C=CCn1c(SCC(=O)Nc2cc(C)on2)nc2sc(C)c(C)c2c1=O,i,3%,0%,-21%,0%,
COc1ccc(C)c(-n2c(N)cc(=O)n(Cc3ccccc3)c2=O)c1,0.8%,-10%,10%,0%,0%,
COc1cc(C(=O)Nc2nc(OC)c(-c3ccccc3)c(OC)n2)cc(OC)c1OC,6.3%,-9%,-11%,x,-3%,
CCCN(C(=O)c1cn(C)c(=O)c2ccccc12)c1ccccc1C,i,0%,-6%,-15%,-12%,
O=C(NC(C(=O)N/N=C/c1cc([N+](=O)[O-])ccc1O)c1n[nH]c(=O)c2ccccc12)c1ccccc1 (stereo not given),0.2%,1%,14%,7%,22%,
N#Cc1c(NC(=O)c2ccc(Cn3cc(Br)cn3)o2)sc2c1CCCCCC2,i,-9%,46%,30%,8%,
COc1ccc(C(=O)COC(=O)c2cc([N+](=O)[O-])ccc2N2CCOCC2)c(OC)c1,1.1%,2%,52%,17%,18%,
CCOC(=O)C1=C(C)N(CCC(=O)O)C(=O)NC1c1ccccc1Cl (stereo not given),i,4%,1%,-1%,-11%,inhibitors of VEEV 10K pilot screen=0.7
COCCN(CC(=O)Nc1cccc(C)c1)S(=O)(=O)c1ccc(S(=O)(=O)N2CCCC2)cc1,i,-3%,-3%,-8%,10%,
N/C(=N\NC(=O)c1cccs1)c1cc2cc(Cl)ccc2oc1=O,0.6%,13%,1%,25%,17%,
CC(=O)Nc1nc(SCc2cccc3ccccc23)n[nH]1,3.7%,-5%,-6%,-8%,-2%,
Nc1nnc(CCOc2ccc(Cl)cc2)s1,i,19%,10%,6%,0%,
Cc1cc(C)c2c(c1)C(=O)/C(=C/c1ccc(C(=O)O)cc1)CC2,i,10%,-4%,51%,-2%,
Cc1cc(NC(=O)CSc2nc(C3CC3)nc3sc(C)c(C)c23)no1,i,-21%,-4%,2%,-5%,
CC(C)CC(NC(=O)C1CCCCC1)C(=O)N1CCN(c2ccccn2)CC1 (stereo not given),i,-6%,x,3%,16%,inhibitors of VEEV 10K pilot screen=0.0
CCn1c(=S)[nH]c2cc(C(=O)O)ccc21,x,-7%,-7%,3%,x,
CCOc1cc(/C=C2\C(=O)N(c3cccc(C(=O)O)c3)N=C2C(F)(F)F)ccc1OCC(=O)Nc1ccccc1OC,x,-1%,1%,-2%,x,
COc1ccccc1-n1c(SCC(=O)NC2CC2)nc2ccccc2c1=O,1.6%,x,6%,32%,-1%,
CCCC(=O)Nc1ccc(C2C(=O)c3ccccc3C2=O)cc1,i,-3%,4%,-5%,-6%,
CCOc1ccc(OCCN2CCCCC2)cc1,i,-1%,-2%,8%,7%,
O=C(COc1ccc(Cl)cc1Cl)N/N=C/c1cccnc1,3.4%,0%,-6%,27%,-8%,
O=C(N/N=C/c1cccnc1)c1ccc(NC(=O)c2cccc(Cl)c2)cc1,3.9%,8%,7%,6%,-9%,
SMILES,inhibitors of VEEV,Salmonella PhoP GFP,H37Rv inhibition,tuberculosis growth,influenza NS1A,others
Cc1c(C(=O)Nc2nonc2-c2ccc(F)cc2)oc2ccc(F)cc12,23%,2%,7%,46%,8%,
Cc1coc2c(C)c3oc(=O)c(CCC(=O)NCc4ccccn4)c(C)c3cc12,9.1%,-3%,-8%,3%,0%,
COc1ccc(NC(=O)C(F)(OC)C(F)(F)F)c(OC)c1 (stereo not given),0.6%,-6%,-7%,-3%,-2%,
C=CCCCN(Cc1ccccc1)S(=O)(=O)c1ccccc1Br,i,4%,0%,9%,-3%,
CCc1nnc(NC(=O)CSc2nc(C)cs2)s1,i,-13%,-8%,5%,-1%,
O=C(CCc1ccccc1)N/N=C\C1CC=CCC1 (stereo not given),i,0%,7%,-1%,-1%,
CCNC(=O)NC(=O)COC(=O)CCCSc1nc2ccccc2s1,0.1%,-8%,0%,u,1%,
C[N+]1(C)[C@@H]2CC[C@H]1CC(OC(=O)C(CO)c1ccccc1)C2 (stereo not given in full),0.6%,-2%,11%,5%,4%,
CN1C=CC=C/C1=C1/SC(=S)N(Cc2ccccc2)C1=O,1.5%,3%,3%,1%,11%,
CC(=O)c1ccc(NC(=O)C2CCCN(C(=O)c3ccc(Cl)cc3)C2)cc1 (stereo not given),i,1%,1%,11%,x,
